FAK blocker – FAK (human) kinase inhibition; 97,000 compounds, 0.84% hits; inhibition, %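 (tested at 7 µM)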; Q05397; AID 727; biochemical FAK kinase activity assay; in the data active = inhibition above about 19%;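 also: 0% = DMSO and 100% = reference compound high control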
VCAM1 TNFa inh – reduces TNF alpha induced VCAM1 expression in HUVEC | HUVEC TNFa-induced VCAM-1 immunofluorescence, high-content imaging | inhibition, % at 2 µM | 95,000 compounds, 0.48% hits;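 active = inhibition above the batch mean plus 3 SD, with images confirmed as a hit by eye, cut at about 37% in these data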;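 also: 0% = TNF-stimulated DMSO wells and 100% = unstimulated control wells; not every result past the cut was called active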
ERa coact inh – blocks coactivator binding to human estrogen receptor alpha; inhibition, % at 25.6 µM; AID 629; 86,000 compounds, 1.7% hits; TR-FRET ER-alpha LBD / SRC-1 peptide, estradiol-bound; in the data active = inhibition above about 50%;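 also: 0% = receptor plus peptide control and 100% = peptide only without receptor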
Target sequence (P03372 whole entry, looked up, the tested form may be a part): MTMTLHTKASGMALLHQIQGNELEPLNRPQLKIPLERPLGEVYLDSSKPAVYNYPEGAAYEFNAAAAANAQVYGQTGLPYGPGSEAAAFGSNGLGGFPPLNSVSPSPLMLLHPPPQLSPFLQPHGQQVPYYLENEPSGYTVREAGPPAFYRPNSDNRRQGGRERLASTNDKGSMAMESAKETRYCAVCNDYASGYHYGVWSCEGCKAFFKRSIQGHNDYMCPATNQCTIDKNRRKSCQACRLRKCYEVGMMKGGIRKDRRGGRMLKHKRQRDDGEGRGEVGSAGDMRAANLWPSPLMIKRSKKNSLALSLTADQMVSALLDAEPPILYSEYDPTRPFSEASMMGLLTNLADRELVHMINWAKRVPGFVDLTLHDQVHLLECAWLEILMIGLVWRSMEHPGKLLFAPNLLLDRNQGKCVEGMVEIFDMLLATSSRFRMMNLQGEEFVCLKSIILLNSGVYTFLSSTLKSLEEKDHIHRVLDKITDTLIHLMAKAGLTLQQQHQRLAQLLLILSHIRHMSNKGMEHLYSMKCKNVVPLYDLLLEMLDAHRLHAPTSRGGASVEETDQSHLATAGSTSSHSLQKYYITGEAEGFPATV
HUVEC tox TNFa – toxic to HUVEC cells under TNF alpha stimulation. HUVEC TNFalpha-stimulated, Hoechst cell count, imaging. cell count reduction, % at 2 µM. 93,000 compounds, 0.17% hits. AID 848;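 active = cell count reduction exceeding the screen mean by over 5 SD, scaled to untreated wells per plate, cut at about 78% in these data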;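 also: cells counted after 24 h of TNF alpha exposure following the 1 h pretreatment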
cytoskel mod – modifiers of cytoskeleton assembly; HUVEC TNFa F-actin phalloidin imaging, high content; inhibition, % at 2 µM; 91,000 compounds, 0.18% hits;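 active = inhibition above the batch mean plus 3 SD and confirmed as a hit by visual image inspection, cut at about 30% in these data, passing the limit was not always enough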; also: strong numbers were not always called active
IL1B cytotox – toxic to HUVEC cells under IL-1B stimulation; AID 845; 94,000 compounds, 0.41% hits; cell count reduction, % at 2 µM; HUVEC cell count loss, Hoechst imaging, IL-1B stimulated;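 active = cell count reduction more than 3 SD above the screen-wide mean, cut at about 70% in these data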;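 also: normalized per plate to untreated control cells as the no-loss baseline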
Pyk2 oligo antag – Pyk2 (human) oligomerization antagonism. Q14289. Q293 cells, Pyk2 FERM NanoBiT luminescence; hits give low values. 99,000 compounds, 0.83% hits. z-score (the deposit names both 25 µM and 10 µM);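 active = Z-score of -3 or lower, scaled per plate to the spread of control and sample wells; inactive = z-score above -3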;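 also: negative z-score means lost luminescence so less FERM oligomerization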
PTPN22 inh 2 – inhibitors of human LYP (PTPN22) phosphatase. Q9Y2R2. recombinant LYP catalytic domain, DiFMUP fluorescence. inhibition, % at 2 µM. 96,000 compounds, 0.21% hits. AID 640;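 active = inhibition at 2 µM at or above a set limit, the screen mean plus 3 SD, cut at about 24% in these data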;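 also: 0% = DMSO with enzyme and 100% = enzyme fully blocked by orthovanadate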
LYP act – LYP (human) phosphatase activation; Q9Y2R2; recombinant LYP, DiFMUP fluorescence; 0 = plate median, 100 = signal doubled; activation, % at 2 µM; 96,000 compounds, 0.11% hits;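 active = activation at 2 µM above a set limit, the mean plus 5 SD, cut at about 37% in these data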
An asterisk follows results filed as active; . = no result given; [ ] = remark or other dose.

Under each structure – FAK blocker, VCAM1 TNFa inh, ERa coact inh, HUVEC tox TNFa, cytoskel mod, IL1B cytotox, Pyk2 oligo antag, PTPN22 inh 2, LYP act
O=C(Nc1ccc(Cl)cc1)N1CCSc2ccccc21
    5, -11, ., 1, 11, 8, -0.78, -1, 5
CCC(=O)c1ccc(N2CCN(C(=O)COc3ccc(F)cc3)CC2)c(F)c1
    -2, -43, 4, -7, -27, -2, 0.76, -15, 15
Cc1ccc(-n2c(-c3cccc(C)c3)n[nH]c2=S)cc1
    1, 8, 8, -4, 11, 11, 0.88, 0, 3
O=C(NC1=NCCS1)c1cc2ccccc2o1
    6, 6, 9, -2, 0, -3, 0.12, -1, 0
C(=C\c1ccccc1)/CSc1nnc(-c2ccccc2)n1Cc1ccco1
    6, 10, 1, 15, 12, 14, -2.2, 13, -10
Cc1ccc(-c2cc3nc(-c4ccccc4)cc(N4CCOCC4)n3n2)cc1
    -1, -2, -25, -9, -15, 13, -0.07, -1, 2
N#CC1=C(N)SC(N)=C(C#N)C1c1c(Cl)cccc1Cl
    12, 6, 3[fluorescence artefact?], -14, 21, 8, 0.27, -3, 3
CC(NC(=O)c1ccccc1Cl)c1nnc(SCC(=O)Nc2ccc(C(=O)O)cc2)n1C (configuration not stated)
    1, -2, -6, -7, 2, 17, 1.5, 1, -4
COC(=O)c1cc(OC)c(OC)cc1NC(=O)c1cc(-c2ccccc2)nc2ccccc12
    21*, 9, ., -16, -10, 22, -0.05, 10, -11
COc1ccc(CCNC(=O)c2cnc3n(c2=O)CCS3)cc1OC
    1, -4, -1, -2, -4, -8, 1.1, 6, -9
COc1ccc(-c2nc(-c3ccccc3)c(-c3cc([N+](=O)[O-])ccc3C)[nH]2)cc1OC
    0, 0, -1, -18, 2, -66, -1.4, -9, 12
Cc1nnc(-c2cccc(Br)c2)c2cn(-c3ccc(Br)cc3)nc12
    0, 4, ., -16, -26, ., -0.65, 13, -8
CCOC(=O)N1CCN(c2ccc3nnnn3n2)CC1
    -2, 10, 5, -20, -13, -11, 0.25, -6, 6
Cc1ccc(F)c(NC(=O)C2CCCCC2C(=O)O)c1 (configuration not stated)
    -1, 2, -1[fluorescence artefact?], -30, 18, 2, 0.12, 0, 1
CCOC(=O)C(C)Oc1nc(Oc2ccccc2)nc(N(C)C)n1 (configuration not stated)
    1, 20, -4, -13, -6, 3, 0.57, -6, 3
CCNS(=O)(=O)c1ccc2c3c(cccc13)C(=O)N2
    14, -4, ., -13, -14, 24, 0.21, -13, 13
COc1cccc(-n2nnnc2SCC(=O)c2ccc(NC(C)=O)cc2)c1
    3, 9, 7, -20, 30, 12, -0.08, -2, 0
CCCCn1c(SCC(=O)Nc2ccccc2C(F)(F)F)nc2ccsc2c1=O
    8, 2, -2, -5, 35, 7, -2.2, 12, -10
N#C/C(=C(/O)COC(=O)CCc1ccc(S(=O)(=O)N2CCOCC2)cc1)c1nc2ccccc2[nH]1
    0, 8, 27[fluorescence artefact?], -14, -7, -25, -0.34, 2, -3
COc1nccc(Nc2ccccc2)c1C#N
    2, 25, -6, 7, -17, -54, -0.96, -1, 0
Cc1ccc(Cc2nnc3n(-c4cccc(C)c4)nc(C(=O)c4ccccc4)n3c2=O)cc1
    3, -1, 6, 19, -7, -2, -1.5, 8, -8
O=C(O)c1ccccc1OCCOc1ccccc1C(=O)O
    8, 5, -12, -2, 4, -35, 0.91, 11, -14
O=c1/c(=C\c2ccc(O)cc2)sc2n1C(c1ccccc1)C(c1ccccc1)=NN=2 (configuration not stated)
    8, -6, ., 6, -12, 21, -2, 11, -9
Cc1sc(NC(=O)CSc2nnc(-c3ccccc3)o2)c(C#N)c1C
    6, -5, -3, -5, 6, 18, -0.33, 2, -3
COc1cccc(N(C(=O)c2ccco2)C(C(=O)NC2CCCC2)c2cccnc2)c1 (configuration not stated)
    -4, -7, 1, -7, -8, -8, -0.85, -2, 1
O=C(NN=C1CCCC1)C(=O)Nc1cccc(C(F)(F)F)c1
    3, -7, ., -6, 4, 33, -0.03, 4, -2
Nc1cc(-c2ccc(Cl)cc2)nn1S(=O)(=O)c1cccc2nsnc12
    16, -14, -3, 31, -3, 3, ., 9, -10
Cc1ccc(C)c(N(C(=O)CCC(=O)Nc2cc(C)on2)C(C(=O)NC2CCCC2)c2ccco2)c1 (configuration not stated)
    1, 14, -12, -7, -5, 26, -1.1, 1, 2
CCOc1cccc(NC(=O)C2CC(=O)N(C)C(=Nc3cccc(F)c3)S2)c1 (configuration not stated)
    -1, 1, ., -15, 20, 1, -2.4, 4, -6
CC1Cc2ccccc2N1C(=O)CSc1nnc(-c2ccc(S(=O)(=O)N3CCCC3)cc2)o1 (configuration not stated)
    2, -2, 7[fluorescence artefact?], -31, -12, 1, 0.38, 1, -3

Next section, starting with the last two of the part before.
Under each structure – FAK blocker, VCAM1 TNFa inh, ERa coact inh, HUVEC tox TNFa, cytoskel mod, IL1B cytotox, Pyk2 oligo antag, PTPN22 inh 2, LYP act
CCOc1cccc(NC(=O)C2CC(=O)N(C)C(=Nc3cccc(F)c3)S2)c1 (configuration not stated)
    -1, 1, ., -15, 20, 1, -2.4, 4, -6
CC1Cc2ccccc2N1C(=O)CSc1nnc(-c2ccc(S(=O)(=O)N3CCCC3)cc2)o1 (configuration not stated)
    2, -2, 7[fluorescence artefact?], -31, -12, 1, 0.38, 1, -3
CC1(C)NC(=O)N(CCCCOc2ccc3ccccc3c2Cl)C1=O
    0, 11, -5, -12, 5, -13, -1.7, -6, 4
CCOC(=O)CCc1c(C)c(C#N)c2nc3ccccc3n2c1-n1cnc2ccccc21
    1, 4, 14, -13, -10, 3, -1.4, 6, -4
Nc1nnc(CSc2ccc(Cl)cc2)s1
    -2, -2, ., -20, 17, -13, -0.25, -5, 3
COC(=O)c1ccc(Nc2cc(C)nc3ncnn23)cc1
    -3, 2, -10, -7, -13, -19, 1.8, -10, 8
CCCCNC(=O)CS(=O)Cc1nc(-c2ccc(C)cc2)oc1C (configuration not stated)
    -2, 7, -5, -27, 2, 7, ., -17, 16
CCCCOCCCNC(=O)c1ccc(OCC)cc1
    -1, -5, -5, 5, -15, -4, -0.44, 5, -3
O=C(Cn1cncn1)NCc1ccccc1Br
    -8, -1, ., -17, 24, -2, 0.34, -4, 7
N#Cc1nc(-c2cccs2)oc1NCCN1CCOCC1
    7, -12, -1, 2, -8, 8, 1.4, -4, 1
CC(C)C(c1nnnn1C1CCCC1)N1CCCCC1 (configuration not stated)
    -1, -13, -4, -14, -13, 0, 0.31, -6, 6
COC(=O)c1cc(NC(=O)Cn2c(=O)cnc3ccccc32)cc(C(=O)OC)c1
    -1, -4, 55*, -50, -20, -4, -2.1, -4, 2
COc1ccc(-c2nnc(SCc3ccccc3)n2N)cc1
    -6, -2, -10, -1, -21, -8, -0.48, -13, 10
Cc1nc(N2CCCCC2)c2ccsc2n1
    2, -6, -4, -43, 27, 3, 2.7, -3, 3
CCC(=O)Nc1cc(Cl)ccc1C(=O)O
    -2, 3, 6[fluorescence artefact?], -2, -3, 4, 0.45, -8, 6
CCN(CCNC(=O)c1cccc(N2CCCC2=O)c1)c1ccccc1
    2, -23, 2, -5, -13, 6, -0.31, 3, -3
CC(NC(=O)c1ccc(N2CCCC2=O)cc1)c1ccccc1 (configuration not stated)
    -4, -19, 1[fluorescence artefact?], -18, -10, 2, 1.3, 2, 1
CCCC(C(=O)Nc1nccs1)c1ccccc1 (configuration not stated)
    -1, -3, 0, 6, 9, -5, -0.66, -5, 8
Cc1cccc(-c2noc(CN(C(=O)c3ccc4c(c3)OCO4)C(C)C)n2)c1
    -1, 15, 4, 6, 1, -19, -1.8, -8, 6
Cn1c(=O)c2ncn(CC(=O)Nc3ccc4c5c(cccc35)CC4)c2n(C)c1=O
    -3, 4, 4[fluorescence artefact?], -5, 8, 19, -0.16, -5, 5
CCOC(=O)C1CCCN(C(=O)C2CCCN(S(C)(=O)=O)C2)C1 (configuration not stated)
    -2, -28, -12, -8, -6, -57, 0.23, -10, 9
Cc1onc(-c2c(F)cccc2Cl)c1C(=O)NCc1cccs1
    1, 5, -3, -32, 9, 6, -0.49, -5, 2
O=C(Nc1cnn(Cc2c(Cl)cccc2Cl)c1)c1ccc([N+](=O)[O-])cc1
    7, 1, ., 12, -20, -28, -1.1, 0, 3
Oc1ccc(NCc2ccccc2OCc2ccccc2F)cc1
    35*, -3, ., -16, 0, 12, 0.67, -8, 4
Cc1cc2n(n1)C(c1ccc(N(C)C)cc1)Nc1ccccc1-2 (configuration not stated)
    4, -56, -12[fluorescence artefact?], -42, 12, -15, -0.73, 5, -7
CC(C)(C)C1CCc2c(sc(NC(=O)CSc3ncn[nH]3)c2C#N)C1 (configuration not stated)
    6, 22, -19[fluorescence artefact?], -36, 22, -9, -0.04, 14, -13
O=C(NCCCN1CCOCC1)c1ccccc1
    1, 6, 4[fluorescence artefact?], -7, ., -15, -0.19, 6, -6
Cc1nc(-c2cccc(S(=O)(=O)N3CCC(C)CC3)c2)cs1
    4, -5, 21, -12, ., -7, -0.7, 13, -12
Cc1ccc(NC(C#N)c2ccccc2OCc2ccccc2)cc1 (configuration not stated)
    8, -7, ., -1, -10, 35, -0.26, 11, -7
Cc1cc(C)cc(NC(=O)c2ccc(CSc3nnnn3C)cc2)c1
    -5, 17, ., 6, -41, 6, 1.4, 8, -6
CCCCCNC(=O)CN(c1ccc2c(c1)OCO2)S(C)(=O)=O
    0, 16, 7, -27, -2, -8, -0.3, -2, 4
COc1ccc(OC)c(NC(=S)N2CCN(C/C=C/c3ccccc3)CC2)c1
    -3, 4, ., 5, 1, 26, 0.97, 10, -7
O=c1c(N2CCCCC2)coc2ccccc12
    -1, 4, -6, -6, -12, -43, -0.23, 15, -15
COc1ccc(N(C(=O)Nc2ccc(Cl)cc2)C2=NCCC2)cc1
    1, -6, 2, -6, 16, -2, 0.6, -13, 12
CCNC(=O)NC(=O)C(C)OC(=O)c1oc2ccc(OCC)cc2c1C (configuration not stated)
    -1, 12, ., -8, 1, -13, 0.25, -7, 7
COC(=O)c1sc(NC(=O)c2oc3ccccc3c2C)nc1C
    0, 9, -6, -16, -11, -22, 0.72, 1, 1
c1ccc2c(-c3c[nH]c4ccccc34)c3ccccc3nc2c1
    2, -12, ., -26, 21, -5, -2.1, 1, 5
O=C(Nc1cc(C(F)(F)F)ccc1N1CCOCC1)c1ccc(Cl)nc1
    0, 8, ., -8, 15, -6, -0.68, 12, -11
CN(C(=O)COC(=O)c1nc(-c2ccccc2)n(-c2ccccc2)n1)C1CCS(=O)(=O)C1 (configuration not stated)
    -1, -8, -3, -28, 7, -19, 0.32, -12, 16
O=C(Oc1c(Cl)cc(Cl)c2cccnc12)c1ccco1
    1, 0, 11, -25, -2, -15, -2.6, -7, 4
Cc1cc(C)nc(-n2nc(C)cc2NC(=O)CNC(C)c2ccccc2)n1 (configuration not stated)
    -1, 3, ., -38, -8, -21, 0.39, -1, 6
CCC1CCCCN1S(=O)(=O)c1ccc(S(=O)(=O)N(Cc2cccs2)C2CC2)cc1 (configuration not stated)
    -3, 2, -8, 5, 6, -16, -1.2, 22, -24
CCN(CC)CCOC(=O)CCc1cccc2ccccc12
    1, 15, -4, -27, -2, -37, 1.1, -4, 4
Cc1cc(NCCCN2CCOCC2)n2c(nc3ccccc32)c1C#N
    -6, 10, -7, -14, -3, 10, 0.42, 3, -4
Cc1ccc2c(c1)c1ncn(CCC3=CCCCC3)c(=O)c1n2C
    -3, -2, 1[fluorescence artefact?], -24, -3, 5, -0.93, -5, 3
O=C(Cc1coc2ccc3ccccc3c12)N1CCc2ccccc21
    -1, 5, 5, 1, -5, -19, -0.49, 10, -6

Gathered by group: the entries above containing a nitro group on carbon (2)
Under each structure – FAK blocker, VCAM1 TNFa inh, ERa coact inh, HUVEC tox TNFa, cytoskel mod, IL1B cytotox, Pyk2 oligo antag, PTPN22 inh 2, LYP act
COc1ccc(-c2nc(-c3ccccc3)c(-c3cc([N+](=O)[O-])ccc3C)[nH]2)cc1OC
    0, 0, -1, -18, 2, -66, -1.4, -9, 12
O=C(Nc1cnn(Cc2c(Cl)cccc2Cl)c1)c1ccc([N+](=O)[O-])cc1
    7, 1, ., 12, -20, -28, -1.1, 0, 3

Screening results from PubChem.
